Screening data from PubChem BioAssay.
BRCA1 expr act: increases BRCA1 expression; MCF7-BRCA1-FFLuc reporter, luminescence, 48 h; response scale: scaled: vehicle 0%, 10 µM genistein 100%; Potency, µM (top dose mostly 46.1 µM), inactives show at the top dose activation, usual class: activators; hit rate 1.1% among 380,000; also: nearly all actives have a fitted effect of over 80% in size; some results filed as inactive show a strong effect at the top dose
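Cells: MCF7-BRCA1-FFLuc, 2000/well. Exposure: 48 h, 37 °C, 5% CO2. Read: luminescence, 15 min post-substrate. Controls: genistein 10 microM (maximal activation), DMSO (neutral).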
MBNL1-CUG inh: MBNL1-poly(CUG) RNA binding inhibition; AID 2675; Q9NR56; Potency, µM (highest dose often 57.5 µM), for the others: top-dose activity change, negative = inhibition, usual class: inhibitors; hit rate 0.036% among 280,000; TR-FRET MBNL1-His/biotin-(CUG)12 binding, 665/545 ratio; active = well fitted inhibition curve with a large enough effect in the signal ratio, with a control signal flat, not every such curve was filed as active; inconclusive = small, poorly fitted or top-dose-only effect, or effect the other way, or a change in a side signal; inactive = no such curve, though single readings can be large or run the other way; the % refers to the signal ratio; also: % is scaled to controls: 0 for no effect and ±100 for the full control effect
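Inhibition of protein-RNA binding appears as loss of TR-FRET between terbium anti-His antibody on MBNL1-His and streptavidin-XL665 on biotin-(CUG)12. Activity is normalized to buffer-only and uninhibited-complex controls.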
NPC1 prom act: activates the NPC1 promoter. Huh7 NPC1 promoter luciferase reporter, 24 h. Potency, µM (doses to about 9.22 µM), for inactives: at the highest dose activation, hits mostly activators. hit rate 2.4% among 320,000. AID 485313;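 also: % of control where 0% means no effect; nearly all actives have a fitted effect of over 60% in size; reporter is driven by a mutant NPC1 promoter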
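In 1536-well qHTS, Huh7 cells harboring an NPC1 promoter–luciferase construct received compound for 24 h; activation was quantified by luminescence following luciferase reagent addition.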
p53 reactivator: mutant p53 re-activation in reporter cells; AID 504706; Potency, µM (highest dose often 92.2 µM), inactives show top-dose activity change, positive = activation, most hits filed as activators; H1299 p53-A138V BP100-luciferase reporter, luminescence, 24 h; hit rate 0.063% among 320,000; also: % of control where 0% means no effect; nearly all actives have a fitted effect of over 45% in size
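H1299 (p53-null), stable ts p53-A138V + BP100-Luc; 1000 cells/well, Opti-MEM/10% FBS; cpd 4 pt, 1:5; 24 h, 37 deg C, 5% CO2; detection reagent 10 min RT; luminescence.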
Rab9 promoter act: activates the Rab9 promoter | Huh7 Rab9 promoter-luciferase reporter, luminescence, 24 h | Potency, µM (highest dose often 9.22 µM), inactives show at the top dose activation, negative = inhibition, most hits filed as activators | hit rate 2.8% among 320,000 | AID 485297; also: % of control where 0% means no effect; nearly all actives have a fitted effect of over 60% in size
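Luciferase signal after 10 min detection reagent at ambient indicates Rab9 promoter upregulation; stably transfected Huh7 cells were treated 24 h with compound in DMSO at 37 °C, 5% CO2.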
VP16 counter: Gal4-VP16 reporter inhibition counter-screen; Drosophila S2 Gal4-VP16 UAS-luciferase, luminescence, 20 h; Potency, µM (highest dose often 53.6 µM), inactives show at the top dose activity, negative = inhibition, hits mostly inhibitors; hit rate 3.5% among 310,000; AID 2546;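 also: Gal4-VP16 expression switched on by copper sulfate through the metallothionein promoter; % is scaled to controls: 0 for no effect and ±100 for the full control effect; nearly all actives have a fitted effect of over 50% in size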
uPA generation: inhibitors of cell surface uPA generation | cell surface uPA generation assay, qHTS | Potency, µM (top dose mostly 38.3 µM), for the others: at the top dose activity change, negative = inhibition, most hits filed as inhibitors | hit rate 0.31% among 330,000 | AID 540303; active = well fitted inhibition curve with a large enough effect; inconclusive = small, poorly fitted or top-dose-only effect; inactive = no such curve, though single readings can be large or run the other way; tested in mouse RAW 264.7 cells; also: % is scaled to controls: 0 for no effect and ±100 for the full control effect; nearly all actives have a fitted effect of over 55% in size
FLuc modulator: inhibits or activates purified firefly luciferase, miR-21 counter-screen; P08659; AID 588342; Potency, µM (doses to about 57.5 µM), inactives show at the highest dose activity change, negative = inhibition, actives largely listed as inhibitors; hit rate 6.9% among 360,000; purified FLuc, Km substrates, luminescence inhibition;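 also: plate controls were vehicle for no effect and reference inhibitor for full effect; nearly all actives have a fitted effect of over 55% in size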
Target sequence (P08659 whole entry, looked up): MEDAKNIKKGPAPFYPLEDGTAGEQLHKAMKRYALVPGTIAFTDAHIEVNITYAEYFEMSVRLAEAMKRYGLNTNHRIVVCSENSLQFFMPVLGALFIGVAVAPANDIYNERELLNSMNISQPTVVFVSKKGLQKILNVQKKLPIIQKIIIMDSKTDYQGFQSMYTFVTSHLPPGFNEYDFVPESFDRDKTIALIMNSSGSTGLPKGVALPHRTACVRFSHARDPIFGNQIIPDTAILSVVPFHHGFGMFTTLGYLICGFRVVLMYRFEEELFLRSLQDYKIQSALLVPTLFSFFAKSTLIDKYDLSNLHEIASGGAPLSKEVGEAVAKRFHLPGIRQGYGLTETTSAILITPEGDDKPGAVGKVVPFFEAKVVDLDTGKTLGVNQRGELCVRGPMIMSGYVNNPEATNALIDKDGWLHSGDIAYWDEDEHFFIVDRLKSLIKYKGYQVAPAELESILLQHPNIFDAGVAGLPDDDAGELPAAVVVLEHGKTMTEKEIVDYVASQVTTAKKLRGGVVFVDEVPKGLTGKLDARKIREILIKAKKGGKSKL
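Purified P. pyralis luciferase, 10 nM final, with Km-level 10 uM D-luciferin and 10 uM ATP in 50 mM Tris acetate pH 7.5, 10 mM Mg acetate, 0.01% Tween-20, 0.05% BSA; 6-point qHTS titration about 60 µM downward; luminescence read.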
RORg inh: inhibitors of mouse ROR gamma transcriptional activity | P51450 | Drosophila S2 Gal4-RORgamma UAS-luciferase reporter, 20 h | Potency, µM (titrated, usually from 53.6 µM), for the others: at the top dose activity change, negative = inhibition, actives largely listed as inhibitors | AID 2551 | hit rate 5.4% among 310,000; also: % is scaled to controls: 0 for no effect and ±100 for the full control effect; nearly all actives have a fitted effect of over 60% in size
Target sequence (P51450 whole entry, looked up, the tested form may be a part): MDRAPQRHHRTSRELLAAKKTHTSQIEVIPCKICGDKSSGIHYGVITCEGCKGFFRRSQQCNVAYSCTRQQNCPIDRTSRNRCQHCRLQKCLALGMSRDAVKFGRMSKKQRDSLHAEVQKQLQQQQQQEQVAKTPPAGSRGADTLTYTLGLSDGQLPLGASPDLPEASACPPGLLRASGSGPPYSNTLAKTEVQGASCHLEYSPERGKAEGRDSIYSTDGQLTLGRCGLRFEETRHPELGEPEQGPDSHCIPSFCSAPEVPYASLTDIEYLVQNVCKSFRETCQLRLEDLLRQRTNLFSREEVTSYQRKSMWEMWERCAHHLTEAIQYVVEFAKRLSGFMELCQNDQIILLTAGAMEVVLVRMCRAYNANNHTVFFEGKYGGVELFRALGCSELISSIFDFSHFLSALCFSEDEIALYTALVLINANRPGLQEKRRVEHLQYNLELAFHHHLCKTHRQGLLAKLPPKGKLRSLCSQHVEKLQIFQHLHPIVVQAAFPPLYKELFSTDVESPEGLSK
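Read-out: Photinus luciferase luminescence; inhibitors lower reporter signal. Insect Schneider cells with Gal4-ROR gamma fusion under metallothionein promoter, UAS reporter; 700 uM final copper sulfate induction, 20 hr, ambient temperature.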
MLL CXXC-DNA inh: MLL CXXC-DNA interaction inhibition | Potency, µM (highest dose often 115 µM), without a hit: top-dose activity change, negative = inhibition, hits mostly inhibitors | AID 2662 | hit rate 0.037% among 290,000 | Q03164 | MLL-CXXC / FITC-HOXA9 DNA fluorescence polarization; active = well fitted inhibition curve with a large enough effect in the polarisation, with a control signal flat, not every such curve was filed as active; inconclusive = small, poorly fitted or top-dose-only effect, or effect the other way, or a change in a side signal; inactive = no such curve, though single readings can be large or run the other way; the % refers to the polarisation
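Purified MLL-CXXC (added from a 7 uM solution) was preincubated 5 min at ambient with pinned compounds in 50 mM Tris-HCl pH 7.5, 50 mM NaCl, 1 mM DTT, 0.05% BSA. Fluorescein-labeled HOX-A9 DNA (50 nM solution) followed, 30 min, then polarization read.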
ELG1 genotox: genotoxicity induction in ELG1-luciferase HEK293T cells. HEK293T ELG1-luciferase reporter, luminescence, 16 h. Potency, µM (series often up to 46 µM), for the others: at the top dose activity change, positive = activation, hits mostly activators. hit rate 1.3% among 330,000. AID 504466; also: % of control where 0% means no effect; nearly all actives have a fitted effect of over 60% in size
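Genotoxic stress is detected as increased luminescence from luciferase-tagged ELG1 in HEK293T cells, measured with ONE-Glo after a 16 hr treatment at 37 °C.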
An asterisk follows results filed as active; ? = inconclusive; . = no result given; & = joins results of further samples; [ ] = remark or other dose. Unless noted, calls follow the shape of the dose curve; as a rule, active = well fitted curve in the direction sought with a large enough effect; inconclusive = small, poorly fitted or top-dose-only effect, or another doubt; inactive = no such curve, though single readings can be large; an effect the other way counts as inactive or inconclusive. Potency is read from the fitted curve at half-maximal effect. Not all compounds are listed; count on the stated rates, not on these rows.

SMILES | BRCA1 expr act | MBNL1-CUG inh | NPC1 prom act | p53 reactivator | Rab9 promoter act | VP16 counter | uPA generation | FLuc modulator | RORg inh | MLL CXXC-DNA inh | ELG1 genotox
CC(N=C1NS(=O)(=O)c2ccccc21)C(=O)NCc1ccncc1 (stereo not drawn) | 2% | . | -2% | -3% | -2% | . | 7% | 4% | . | . | 2%
CCC(/C=N/NC(=O)C(=O)N/N=C/C(CC)CC)CC | 4% | -4% | 1% | -3% | -1% | -3% | 7% | -1% | 15% | 6% | 1%
N#Cc1c(N2CCCC2)ccc(Br)c1Cl | 27% | 46%[activator] | -2% | -5% | -1% | -7% | 3% | -2% | 6% | -2% | -2%
CCOC(=O)N1CCN(C2=NC3(CCCCC3)C(C#N)C(=O)N2)CC1 (stereo not drawn) | 2% | -7% | -2% | 1% | 3% | -2% | . | 0% | -1% | -2% | 0%
Cc1ccc(S(=O)(=O)c2c(C)cc(C)[nH]c2=O)cc1 | -1% | -7% | 3% | 15% | 0% | 10% | -2% | 2% | -3% | 47%[activator] | 5%
CCOc1ccc(/C=N/NC(=O)c2csc(C)c2C)c(OCC)c1 | -3% | 14%[11.5 µM] | -2% | 22% | 0% | -9% | 0% | -17% | 13µM* | -1% | 1%
CS(=O)(=O)N1Cc2ccccc2CC1C(=O)O (stereo not drawn) | 5% | -2% | -5% | 3% | ? | -11% | 2% | 4% | 1% | 18% | 4%
O=C(Nc1ccc2c(c1)CCCN2C(=O)c1cccs1)c1cccc(F)c1 | 36% | 1% | 24% | ? | 24% | 8% | -3% | ? | 37% | 0% | -8%
O=C(N/N=C/c1ccccc1)NC1CCCCC1 | ? | 1% | 16% | ? | 22% | -11% | -3% | ? | 42% | 2% | 14%
O=C(O)c1ccc(CN2C(=O)c3ccc(Oc4ccc([N+](=O)[O-])cc4)cc3C2=O)cc1 | 1% | ? | 0% | -29% | 4% | -15% | -11% | -2% | -3% | 1% | 0%
CCC(C)C(NS(=O)(=O)c1ccc(C)cc1)C(=O)Oc1ccc2c3c(c(=O)oc2c1)CCC3 (stereo not drawn) | 2% | 8% | -2% | -3% | 0% | 0% | -29% | 4% | 33% | 13% | 1%
Cc1ccc(C(=O)N(CC(=O)NC2CCCC2)c2ccccc2C)s1 | -23% | 0% | -2% | 0% | 1% | -8% | 6% | -2% | -22% | -4% | -5%
Clc1ccc(C2=NN(c3ccccc3)C(c3ccco3)C2)cc1 (stereo not drawn) | 25% | 2% | 8% | 17% | -5% | -2% | -1% | ? | 16% | -3% | -1%
CSc1n[nH]c(NC(C)=O)n1 | 15% | -4% | 1% | 18% | -2% | -7% | 3% | -3% | -21% | 0% | -2%
CCOC(=O)C1CCCN(C(=O)c2cc3cc(F)ccc3[nH]2)C1 (stereo not drawn) | -27% | 16% | 10% | 5% | -4% | 6% | -18% | -12% | 28% | -1% | -3%
C=CCC1NS(=O)(=O)OC2CCCC12 (stereo not drawn) | 14% | -1% | 3% | . | -1% | 9% | -21% | 5% | 1% | -2% | 3%
Cc1c(CCO)c(=O)[nH]n1S(=O)(=O)c1ccc(F)cc1 | 24% | -11% | -2% | 8% | 8% | -13% | 1% | 3% | -8% | ? | 1%
CC1(C)CC(=O)C(C=NCCc2ccccn2)=C(O)C1 | 0% | 3% | 2% | -3% | 3% | 13% | 5% | 5%[2.3 µM] | -1% | 8% | 0%
CC1CCCN(c2nc3c(c(=O)n(C)c(=O)n3C)n2CCSc2nc3ccccc3o2)C1 (stereo not drawn) | -7% | ? | -3% | 9% | 2% | 2% | . | 6% | -3% | 4% | 4%
COCCN(Cc1ccccc1)C(=O)c1cc(-c2ccc(OC)c(OC)c2)nc2ccccc12 | -57% | 25% | 0% | -13% | 5% | ? | -8% | -15% | ? | 4% | -22%
Cc1ccc(/C=C2/NC(=O)N(Cc3ccccc3)C2=O)s1 | 19% | 5% | 1% | 15% | 14% | -8% | -9% | -11% | -17% | ? | 13%
CC1=C(C(=O)Nc2ccc(C)cc2C)C(c2ccc(C)o2)NC(=O)N1 (stereo not drawn) | -1% | 2% | 2% | -4% | -3% | 4% | . | 0% | -16% | -7% | 0%
CC1CCc2nc(/C(C#N)=C/c3cccnc3)sc2C1 (stereo not drawn) | ? | ? | ? | 1% | 1.3µM* | 11% | -3% | 2.1µM* | -11% | 25% | 2.3µM*
CC1CCCCN1C(=O)c1cc2ccccc2cc1O (stereo not drawn) | 0% | 7% | -5% | -7% | -1% | 5% | -19% | 2% | -17% | -6% | -2%
Cc1cccc(OCCCC(=O)Nc2nnc(C3CCCO3)s2)c1C (stereo not drawn) | 19% | -3% | 0% | 3% | 4% | -14% | 1% | 1% | -23% | 20% | -2%
(further entries)
SMILES | BRCA1 expr act | MBNL1-CUG inh | NPC1 prom act | p53 reactivator | Rab9 promoter act | VP16 counter | uPA generation | FLuc modulator | RORg inh | MLL CXXC-DNA inh | ELG1 genotox
Cc1cccc(C2=N/C(=C/c3cccs3)C(=O)O2)c1 | 1% | -8% | 0% | -1% | 7% | -2% | 5% | 2.7µM* | 29% | -7% | 6%
CCOC(=O)C1CCN(C(=O)c2ccc(Cl)c(Cl)c2)CC1 | -2% | -1% | -5% | -4% | -1% | 6% | -5% | 0% | 5% | 0% | 0%
CCCCC(=O)c1c(O)c2ccccc2oc1=O | -53% | -14% | 1% | ? | -1% | -12% | 0% | ? | 0% | -12% | -9%
O=C(COC(=O)c1cccc(S(=O)(=O)N2CCCCC2)c1)NCc1ccccc1 | -6% | . | 0% | -4% | -2% | . | 1% | -14% | . | . | -1%
CN(C(=O)COC(=O)c1n[nH]c(=O)c2ccccc12)c1ccccc1 | -4% | . | 0% | -4% | -3% | . | 5% | 6% | . | . | -1%
COc1ccc(NC(=O)CN2C(=O)NC3(CCCC3)C2=O)cc1Cl | 0% | -7% | 1% | 3% | 2% | 17% | 0% | 4% | -3% | -23% | 0%
CCOc1ccccc1/C=N/n1c(C2CCCCC2)n[nH]c1=S | -20% | -4% | -1% | 5% | -1% | ? | -2% | -2% | 4.5µM* | 3% | 0%
COc1ccc(CN(CCCN2CCOCC2)S(=O)(=O)N(C)C)cc1OC | 13% | -10% | 1% | -4% | -2% | -6% | 4% | 0% | -15% | -5% | 1%
C=CCN(CC=C)CCCOc1ccc(Br)cc1Cl | 10% | -6% | -3% | 19% | -3% | 2% | 1% | ? | -3% | 0% | -2%
CCOCCCNC(=O)C(c1ccc(OC)cc1)N(Cc1ccc2c(c1)OCO2)C(=O)c1ccccc1O (stereo not drawn) | -26% | 7% | 0% | -2% | -3% | -6% | -3% | -10%&-13% | 26% | 0% | -5%
COc1ccc(CNC(=O)C(c2ccco2)N(C(=O)c2snc(C(N)=O)c2N)c2ccccc2OC)cc1 (stereo not drawn) | 0% | 14% | -4% | -6% | -1% | -4% | 8% | 6% | 0% | -2% | -32%[inhibitor]
COc1ccc(NC(=O)CS(=O)(=O)c2cn(CC(=O)N3CCOCC3)c3ccccc23)cc1OC | -10% | -1% | 2% | 9% | 0% | 15% | 1% | 0% | -27% | 8% | 3%
COc1ccc(OC)c(C(C)NS(=O)(=O)c2cccs2)c1 (stereo not drawn) | 7% | . | -3% | 0% | 12% | . | -3% | . | . | . | -1%
COc1cc(/C=C2\CC/C(=C\c3cc(OC)c(OC)c(OC)c3)C2=O)cc(OC)c1OC | -22% | . | 4% | -9% | -3% | -7% | 8% | 5% | 15% | 15% | 1%
COc1ccc(CC(=O)NNS(=O)(=O)c2ccc([N+](=O)[O-])cc2)cc1OC | -17% | ? | -7% | 26% | -3% | -7% | 3% | 1% | -35% | 16% | -1%
Cc1ccc(F)cc1CNC(=O)c1cc(COc2ccc3ncccc3c2)on1 | -37% | -4% | -16% | -2% | -24% | 11µM* | -7% | ? | ? | -6% | -8%
COc1ccc(Cl)cc1C(=O)O/N=C(\N)c1ccccn1 | 35% | 1% | 4µM* | ? | 13% | -13% | 10µM* | ? | 32% | 8% | ?
Cc1cccc(C(=O)NCC(=O)N2CCN(S(=O)(=O)/C=C/c3ccccc3)CC2)c1 | -7% | . | 1% | -11% | 23% | . | 1% | . | . | . | 0%
